SMN2 splice up – qHTS Assay for Enhancers of SMN2 Splice Variant Expression | Potency, µM (highest dose often 46.1 µM), for inactives: at the highest dose activity change, positive = activation, hits mostly activators | 210,000 tested, 2.8% active | HEK293 SMN2-luciferase splicing reporter, luminescence, 30-36 h; further: % of control where 0% means no effect; nearly all actives have a fitted effect of over 55% in size
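HEK293 cells carry an SMN2 minigene-luciferase reporter in which exon 7 inclusion puts luciferase in frame. Cells were seeded at 2000 cells/well, attached for 10-12 hours, then exposed to compounds for 30-36 hours at 37C before ONE-Glo luminescence.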
L3MBTL1 inh – qHTS Assay for the Inhibitors of L3MBTL1; Lethal(3)malignant brain tumor-like protein 1 (Homo sapiens), Q9Y468; AlphaScreen L3MBTL1–H3K9me1 peptide binding; Potency, µM (highest dose often 57.1 µM), without a hit: top-dose activity, negative = inhibition, most hits filed as inhibitors; 230,000 tested, 0.66% active; AID 485360, 2010; further: on the % scale 0 is the no-effect control and ±100 the full control effect; nearly all actives have a fitted effect of over 60% in size
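AlphaScreen assay: L3MBTL1 (50 nM final) was preincubated 30 min at room temperature with biotinylated H3(1-15)K9me1 peptide (75 nM final), then 30 min with library compounds; streptavidin donor and nickel chelate acceptor beads (10 ug/mL final) added, 30 min dark.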
KDM4E inh – qHTS Assay for Inhibitors of Human Jumonji Domain Containing 2E (JMJD2E); Lysine-specific demethylase 4E (Homo sapiens), B2RXH2; Potency, µM (highest dose often 57.1 µM), for inactives: at the highest dose activity change, negative = inhibition, actives largely listed as inhibitors; 230,000 tested, 1.6% active; JMJD2E catalytic domain, FDH-coupled NADH fluorescence (FDH is formaldehyde dehydrogenase); active means well fitted inhibition curve with a large enough effect, not every such curve was filed as active; inconclusive means small, poorly fitted or top-dose-only effect, or another doubt; inactive means no such curve, though single readings can be large or run the other way;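 further: 0% = wells with enzyme and -100% = buffer wells without enzyme; nearly all actives have a fitted effect of over 50% in size; many of its hits are not listed in these tables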
Target sequence (B2RXH2 1-337 limits assumed): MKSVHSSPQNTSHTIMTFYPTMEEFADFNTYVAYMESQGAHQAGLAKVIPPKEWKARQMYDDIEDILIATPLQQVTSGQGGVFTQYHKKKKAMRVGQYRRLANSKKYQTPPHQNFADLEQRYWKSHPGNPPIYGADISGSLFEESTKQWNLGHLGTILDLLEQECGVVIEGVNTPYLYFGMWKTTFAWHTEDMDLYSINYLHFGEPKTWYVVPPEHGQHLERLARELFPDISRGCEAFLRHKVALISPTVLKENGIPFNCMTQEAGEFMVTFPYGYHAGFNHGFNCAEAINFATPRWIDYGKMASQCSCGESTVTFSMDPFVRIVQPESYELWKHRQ
Tau ThT inhib – qHTS for Inhibitors of Tau Fibril Formation, Thioflavin T Binding. Microtubule-associated protein tau (Homo sapiens), P10636. recombinant tau K18 P301L (four-repeat tau fragment), heparin-induced fibrillization, ThT fluorescence. Potency, µM (highest dose often 57.4 µM), inactives show top-dose activity, negative = inhibition, actives largely listed as inhibitors. 270,000 tested, 2.1% active. AID 1460, 2008; further: on the % scale 0 is the no-effect control and ±100 the full control effect; nearly all actives have a fitted effect of over 55% in size
Target sequence (P10636 561-689 P618L limits assumed): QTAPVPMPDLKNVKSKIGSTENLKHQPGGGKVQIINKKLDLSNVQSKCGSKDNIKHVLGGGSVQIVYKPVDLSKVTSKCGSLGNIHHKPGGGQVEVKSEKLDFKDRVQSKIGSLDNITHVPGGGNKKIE
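In this qHTS, human K18 P301L tau is incubated with compound and heparin for 6 hr at 37 C, and Thioflavin T fluorescence then reports fibril load.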
ALDH1A1 inh – qHTS Assay for Inhibitors of Aldehyde Dehydrogenase 1 (ALDH1A1); AID 1030, 2008; 220,000 tested, 7.3% active; Aldehyde dehydrogenase 1A1 (Homo sapiens), P00352; Potency, µM (top dose mostly 75.3 µM), inactives show at the highest dose activity, negative = inhibition, hits mostly inhibitors; Purified ALDH1A1, NADH fluorescence, propionaldehyde substrate; active means well fitted inhibition curve with a large enough effect, not every such curve was filed as active; inconclusive means small, poorly fitted or top-dose-only effect, or another doubt; inactive means no such curve, though single readings can be large or run the other way;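 further: plate controls were no enzyme wells and a reference inhibitor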
Target sequence (P00352 whole entry, looked up): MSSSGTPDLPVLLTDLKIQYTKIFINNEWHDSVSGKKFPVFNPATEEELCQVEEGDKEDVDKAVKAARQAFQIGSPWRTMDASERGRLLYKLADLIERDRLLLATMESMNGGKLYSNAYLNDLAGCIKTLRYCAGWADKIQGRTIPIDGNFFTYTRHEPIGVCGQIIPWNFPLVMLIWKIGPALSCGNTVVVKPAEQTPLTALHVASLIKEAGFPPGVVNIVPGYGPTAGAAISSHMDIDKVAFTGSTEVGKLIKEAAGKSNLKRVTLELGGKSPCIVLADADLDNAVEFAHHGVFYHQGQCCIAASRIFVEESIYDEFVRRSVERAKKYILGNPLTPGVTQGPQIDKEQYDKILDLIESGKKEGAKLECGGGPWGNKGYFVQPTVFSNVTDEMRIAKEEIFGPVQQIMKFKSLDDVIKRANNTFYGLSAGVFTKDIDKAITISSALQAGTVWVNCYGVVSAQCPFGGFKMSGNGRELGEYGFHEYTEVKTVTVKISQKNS
LMNA splice mod – qHTS Assay for Modulators of Lamin A Splicing | HeLa LMNA splicing GFP/RFP minigene ratio, 48 h | Potency, µM (doses to about 46.1 µM), for the others: at the top dose ratio change, negative = inhibition, hits mostly inhibitors | 200,000 tested, 0.01% active; active means well fitted inhibition curve with a large enough effect in the signal ratio, with a control signal flat, not every such curve was filed as active; inconclusive means small, poorly fitted or top-dose-only effect, or effect the other way, or a change in a side signal; the % refers to the signal ratio; further: on the % scale 0 is the no-effect control and ±100 the full control effect
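Read-out is the ratio of GFP to DsRed2 object intensity, acquired by 488 nm laser-scanning cytometry on HeLa lamin A-EGFP minigene reporter cells. Compound incubation 48 hrs at 37 °C in Opti-MEM with 2% FBS; DMSO 0.5% final.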
RECQ1 inh – qHTS Assay for Inhibitors of RecQ-Like Dna Helicase 1 (RECQ1) | ATP-dependent DNA helicase Q1 (Homo sapiens), P46063 | RECQ1 DNA unwinding, red fluorescence kinetic read | Potency, µM (series often up to 57.3 µM), without a hit: at the highest dose activity, negative = inhibition, most hits filed as inhibitors | 240,000 tested, 0.54% active | AID 2549, 2010;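 further: plate controls were vehicle for no effect and no enzyme for full effect; nearly all actives have a fitted effect of over 30% in size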
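50 nM RECQ1T1 preincubated 15 min with compound in Tris pH 8.0 buffer with MgCl2, DTT, Tween-20 and 2.5 ug/ml poly(dI-dC); started with 200 nM TAMRA/BHQ-2 forked duplex and 2 mM ATP. Unwinding read as fluorescence (525/598 nm), two reads 2 h apart.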
KinaseGlo FLuc – Counterscreen for Luciferase (Kinase-Glo TM) Inhibition; Luciferin 4-monooxygenase (Photuris pensylvanica), Q27757; Kinase-Glo luciferase, ATP luminescence, 8 min; Potency, µM (doses to about 38.3 µM), for inactives: at the highest dose activity change, negative = inhibition, most hits filed as inhibitors; 200,000 tested, 0.28% active; AID 1379, 2008; further: on the % scale 0 is the no-effect control and ±100 the full control effect; nearly all actives have a fitted effect of over 60% in size
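Compound is pinned into ATP-containing buffer (10 uM ATP, imidazole pH 7.2, 7 mM MgCl2). Kinase-Glo luciferase reagent is then added. Light output is recorded following an 8-min room-temperature incubation.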
* marks the source's active call; other numbers are inactive results; i = inactive; ? = inconclusive; / = not tested or not shown; [ ] = another dose, or the depositor's remark. Unless noted, the call rests on the fitted dose curve; in most records, active means well fitted curve in the direction sought with a large enough effect; inconclusive means small, poorly fitted or top-dose-only effect, or another doubt; inactive means no such curve, though single readings can be large; an effect the other way counts as inactive or inconclusive. Potency means the concentration at half of the fitted maximal effect.

SMILES | SMN2 splice up | L3MBTL1 inh | KDM4E inh | Tau ThT inhib | ALDH1A1 inh | LMNA splice mod | RECQ1 inh | KinaseGlo FLuc
COC(=O)c1ccc2c(c1)S(=O)(=O)NC(=NCc1ccco1)S2 | -20% | -12% | -1% | -5% | -13% | -1% | 0% | 0%
Cc1nn(C)c(C(=O)N/N=C/c2ccccc2)c1[N+](=O)[O-] | -23% | 5% | 2% | 0% | 6% | 10% | -10% | 5%
CNC(=O)NC1CCCc2ccccc21 (configuration not stated) | -14% | 4% | 5% | -3% | 10% | 12% | i | 14%
Cc1cc(SCc2cc(=O)n3ccsc3n2)nc2ccccc12 | -6% | 30% | -6% | 8% | 9% | ? | -8% | 1%
Cc1ncsc1CCC(=O)N1CCCC(C(=O)c2ccc3c(c2)OCO3)C1 (configuration not stated) | -22% | -5% | ? | 5% | ? | ? | i | -6%
N#CCN1CCC2(O)CCCCC2C1c1ccc2c(c1)OCO2 (configuration not stated) | / | -2% | 1% | -9% | / | / | -3% | /
Cn1c(=O)[nH]c(=O)c2c1nc(NCCCn1ccnc1)n2Cc1ccc(F)cc1 | 27% | / | 0% | -14% | 9% | 0% | -2% | 0%
C=CCc1cccc2cc(C(=O)Nc3ccc(S(=O)(=O)Nc4nnc(CC)s4)cc3)c(=O)oc12 | 3% | 5% | -12% | ? | -2% | 3% | -4% | 1%
FC(F)(Cl)c1nnc2ccc(Cl)nn12 | -45%[inhibitor] | -2%[11.4 µM] | ? | 1% | -2% | ? | i | 3%
C=CCN1C(=O)C(O)(CC(=O)c2c(C)n[nH]c2C)c2cc(Br)ccc21 (configuration not stated) | ? | 4% | 2% | -6% | ? | 2% | -2% | 2%
CC(C)CN1C(=O)NC(NC(=O)c2ccco2)(C(F)(F)F)C1=O (configuration not stated) | 4% | -2% | -2% | 13% | -1% | 5% | -13% | -4%
COc1cnc(-c2ccccn2)nc1Sc1ccccc1 | -109%[inhibitor] | ? | 7% | ? | 10µM* | -28%[46 µM] | -7% | -2%

Pulled by structure from above:
SMILES | SMN2 splice up | L3MBTL1 inh | KDM4E inh | Tau ThT inhib | ALDH1A1 inh | LMNA splice mod | RECQ1 inh | KinaseGlo FLuc
Cc1cc(SCc2cc(=O)n3ccsc3n2)nc2ccccc12 | -6% | 30% | -6% | 8% | 9% | ? | -8% | 1%
C=CCN1C(=O)C(O)(CC(=O)c2c(C)n[nH]c2C)c2cc(Br)ccc21 (configuration not stated) | ? | 4% | 2% | -6% | ? | 2% | -2% | 2%

Next section.
SMILES | SMN2 splice up | L3MBTL1 inh | KDM4E inh | Tau ThT inhib | ALDH1A1 inh | LMNA splice mod | RECQ1 inh | KinaseGlo FLuc
CC(=O)c1cccc(CN2CCCC(CCC(=O)NCc3ccc(C)o3)C2)c1 (configuration not stated) | / | -5% | -42% | ? | ? | / | 9% | -2%
CC(=O)Nc1cccc2c1C(=O)N(c1cccc(C)c1)C2=O | -11% | -3% | 3% | -13% | 8% | -13% | -10% | -3%
NNC(=O)c1cnn(-c2ccccc2)c1C(F)(F)F | -6% | 8% | 35%[activator] | -10% | 11µM* | 13%[46 µM] | -3% | 0%
N/C(Cn1cncn1)=N\NC(=O)c1ccc(Cl)cc1Cl | -6% | 7% | 10% | -13% | 9% | 36%[46 µM] | i | 1%
CCC(C(=O)NCc1ccco1)N(C(=O)CNS(=O)(=O)c1ccccc1)c1ccccc1C (configuration not stated) | 2% | -6% | 20% | 5% | ? | 13%[46 µM] | 20% | -3%
CCOc1ccc(NC(=O)CCC(=O)NNS(=O)(=O)c2ccccc2[N+](=O)[O-])cc1 | / | 24% | -6% | -17% | -5% | / | i | 2%
Cc1ccc(S(=O)(=O)N(C)CC(=O)OCC(=O)NC(=O)Nc2ccc3c(c2)OCCO3)cc1 | -6% | 1% | 2% | -3% | ? | -4% | -3% | 0%
CCC(=O)N1CCCc2cc(S(=O)(=O)N3CCN(c4ccccc4F)CC3)ccc21 | -63%[inhibitor] | / | -24% | -14% | 14µM* | -16% | -1% | 1%
CC(C)CC(NC(=O)C1CCC(C)CC1)C(=O)N1CCN(c2ccccn2)CC1 (configuration not stated) | 20% | -2% | ? | -6% | ? | -2% | -5% | 0%
Cc1cc(C(=O)NCc2cccs2)no1 | -2% | / | 1% | -8% | 1% | 7% | -1% | -1%
O=c1[nH]c(=O)c2nnc(N/N=C\c3ccc(O)cc3)nc2[nH]1 | 3% | / | 3% | 4µM* | -8% | ? | -5% | -2%
CN(C)S(=O)(=O)c1ccc(=S)[nH]c1 | 0% | 9% | -4% | -6% | 1µM* | -9%[46 µM] | i | -1%
CCOC(=O)c1[nH]c2c(c1-c1ccccc1)C(=O)CC(c1ccc(Cl)cc1)C2 (configuration not stated) | -21% | -9% | 0% | -1% | 9% | 3% | -3% | 8%
COc1cccc(Cn2c(=O)cnc3cnc(Oc4cccc(Cl)c4)nc32)c1 | -23% | / | / | / | ? | / | -15% | 0%
CC(C)(/C=N/O)/[N+]([O-])=C/C=[N+](\[O-])C(C)(C)/C=N/O | 11% | 4% | -3% | -15% | ? | 0% | -3% | -3%
Cc1ccc(C(=O)N2CCN(Cc3ccc4c(c3)OCO4)CC2)o1 | 7% | -6% | 3% | -11% | 9% | -2% | i | -3%
CN(C(=O)C12CC3CC(CC(C3)C1)C2)C1(C)CCS(=O)(=O)C1 (configuration not stated) | -2% | / | 3% | 5% | -4% | -2% | i | 2%
Cc1ccsc1/C=C/C1=Cc2c(sc(NC(=O)CSc3n[nH]c(N)n3)c2C#N)C(C)(C)C1 | 4% | / | 2% | 16µM* | ? | -1% | ? | -1%
O=C(NCC1CCCO1)C1CCCCN1S(=O)(=O)c1ccc(F)cc1 (configuration not stated) | ? | / | -4% | -1% | -3% | 0% | i | 1%
COC(=O)CSc1ccccc1C(=O)OC | 22% | / | -1% | -1% | -1% | -7% | 4% | -2%
Cc1cc(NN)nc2ccc(Cl)cc12 | -13% | 4% | -24% | -14% | ? | / | -5% | 2%
COC(=O)[C@]1(C)CCC[C@]2(C)c3ccc(C(C)C)cc3C(=O)CC12 (some centres not stated) | -28% | / | -11% | ? | ? | 5% | -14% | -2%
O=C(Nc1nc(-c2nc3ccccc3s2)cs1)c1ccc(S(=O)(=O)N2CCOCC2)cc1 | / | 0% | 2% | ? | -5% | ? | -1% | /
Cc1c(N=N/C(C(=O)Nc2ccccc2)=C(/O)c2ccccc2)c(=O)n(-c2ccccc2)n1C | -8% | -6% | 2% | ? | -10% | -6%[46 µM] | i | 0%
Cc1cc(Br)c2nc3c(c(C(=O)O)c2c1)CCCCC3 | / | 18% | 12% | 0% | 8% | -13% | -8% | /
COc1ccc(-c2cc(CCCC(=O)NCCc3ccc(OC)cc3OC)no2)cc1 | -20% | -7% | 0% | ? | -4% | -1% | -1% | 2%
CNC(=S)NNC(=O)c1cc(C(C)(C)C)nn1Cc1ccc(F)cc1 | / | -6% | 5% | -8% | / | / | -5% | /
COc1cccc(C2/C(=C(/O)c3ccncc3)C(=O)C(=O)N2CCCN(C)C)c1 (configuration not stated) | -19% | 5% | 2% | 3% | 9% | 3% | i | -2%
Cc1ccc(-c2nnc(N(C)C(=O)c3ccccn3)s2)cn1 | / | -7% | -15% | 5% | -6% | 6% | -2% | -7%
CC(C)(C)OC(=O)NCCCC[C@H](NC(=O)c1nc[nH]c1C(=O)NCc1ccccc1)C(=O)OC(C)(C)C | / | -8% | -16% | ? | -8% | / | -2% | /
COc1cc(C(=O)Nc2ccc(S(=O)(=O)Nc3cc(C)on3)cc2)cc(OC)c1OC | 1% | 5% | 5% | 6% | -4% | -1% | -4% | -2%
CC1(C)CCc2nc(SCc3ccccc3)c(C#N)cc2C1 | -26% | 25% | -4% | -11% | -3% | 0% | -4% | 5%
CN(Cc1ccccc1)S(=O)(=O)c1ccc2c(c1)OCCO2 | -6% | / | 16% | -1% | ? | -3% | i | 2%
COc1ccc2cnnc(SCC(=O)Nc3ccccc3)c2c1OC | -14% | 7% | 1% | -13% | ? | 9% | -9% | -1%
O=C(NCC1CCNCC1)c1ccncc1 | 8% | -1% | -9% | -5% | 4% | -2% | -2% | 0%
C=CCn1c(=O)n(CCC#N)c(=O)n(CCC#N)c1=O | 9% | 9% | -1% | -5% | 7% | 0% | -5% | 0%
Cn1c(=O)oc2cc(S(=O)(=O)N3CCCc4ccccc43)ccc21 | -27% | / | -11% | -7% | -31% | ? | -13% | -1%
CC1=CC(C)(C)N(C(=O)CSc2nncn2C)c2ccccc21 | 29% | 2% | 3% | -5% | 0% | -5% | -1% | 4%
CCCCOCCCNC(=O)c1ccc(OC)cc1 | -12% | / | -2% | -1% | -8% | 14% | i | -2%
CCCCNC(=S)Nc1ccc(OC)nc1 | 12% | 3% | 8% | -9% | 1% | 1%[46 µM] | i | 4%
Nc1ccc(S(=O)(=O)Nc2nccc(/C=C/c3ccc(Br)s3)n2)cc1 | 17% | 4% | 0% | -13% | -12% | / | -15% | -3%
Cc1sc2ncnc(SCC(=O)c3ccc4c(c3)OCCO4)c2c1-c1ccccc1 | -45%[inhibitor] | -2% | -2% | -8% | -2% | ? | -4% | 0%
O=C(CCc1c[nH]c2ccccc12)NCC(=O)Nc1ccc(F)c(F)c1F | -2% | 0% | -2% | -4% | 4% | ? | i | 4%
Cc1[nH]nc2c1C1(CCOCC1)C(C#N)=C(N)O2 | 2% | 3% | -3% | -6% | 9% | 1% | -15% | 11%
C=C(C)Cn1c(CCCNC(=O)CCC)nc2ccccc21 | -1% | 1% | 10% | 6% | 2% | 11% | 0% | -1%

The list is partial; count on the stated rates, not on these rows.
